Screens as filed in PubChem BioAssay.
PHOSPHO1 inh = blocks human PHOSPHO1 phosphatase activity; recombinant PHOSPHO1, absorbance phosphatase assay; inhibition, % at 13.3 µM; 290,000 compounds, 1.1% hits; AID 1565; in the data active = inhibition above about 60%
IMP-1 inhibitor = blocks Pseudomonas aeruginosa IMP-1 metallo-beta-lactamase. purified IMP-1, nitrocefin hydrolysis, epi-absorbance fluorescence. inhibition, % at 5.6 µM. 290,000 compounds, 0.45% hits;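 active = inhibition above the mean plus 3 SD of all compounds in the same screening run, cut at about 4.5% in these data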;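 also: 0% = IMP-1 with DMSO and 100% = DMSO wells lacking enzyme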
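system = purified recombinant IMP-1 beta-lactamase | amount = 0.2 nM IMP-1, as dispensed | medium = HEPES buffer pH 7.1 with ZnSO4 and Brij 35 | times = 25 °C, 15 min preincubation, 25 min reaction | detection = plate fluorescence quenching by hydrolysis product, ex 480/em 530 nm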
GPR7 antag = human neuropeptides B/W receptor 1 antagonism. GPR7-expressing cells, fluorescence antagonist assay. inhibition, % at 4.4 µM. 290,000 compounds, 1.1% hits; in the data active = inhibition above about 16%, passing the limit was not always enough;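 also: cells stimulated with the agonist NPW; 0% = agonist with vehicle and 100% = vehicle without agonist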
NALP1 yeast inh = inhibitors of NALP1 inflammasome in yeast; 280,000 compounds, 0.61% hits; AID 2071; inhibition, % at 10 µM; S. cerevisiae NALP1/ASC/caspase-1 growth, X-gal OD620, 72 h; in the data active = inhibition mostly above about 24%, no sharp cut-off; inactive = mostly below about 32%; also: some compounds called inactive have numbers as strong as hits
VIM-2 inhibitor = blocks Pseudomonas aeruginosa VIM-2 metallo-beta-lactamase | inhibition, % at 5.6 µM | 290,000 compounds, 0.89% hits | AID 1527 | purified VIM-2, nitrocefin hydrolysis, epi-absorbance fluorescence;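 active = inhibition above the mean of all tested compounds plus 3 SD, cutoff set per screening run, cut at about 7.5% in these data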;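 also: red hydrolysis product quenches plate fluorescence so inhibitors raise well fluorescence; 0% = enzyme with DMSO and 100% = DMSO without enzyme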
PfM18AAP inh = blocks P. falciparum M18 aspartyl aminopeptidase; recombinant PfM18AAP, H-Glu-NHMec fluorogenic cleavage; 290,000 compounds, 1.2% hits; inhibition, % at 7.35 µM; AID 1822;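 active = inhibition above the campaign mean inhibition over all tested compounds plus 3 SD, cut at about 28% in these data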;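 also: 0% = plate median of test compound wells and 100% = 2 mM ZnCl2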
pCIP destab = lowers stability of the mouse p/CIP coactivator protein; 290,000 compounds, 0.01% hits; AID 1984; Q05BA5; decrease of EGFP signal, % at 10 µM; F442A p/CIP-EGFP cells, EGFP fluorescence, 16 h;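 active = EGFP signal decrease of at least 30% at 10 µM or well 3 SD below plate mean, unless failing retest; inactive = the rest, including hits failing retest or dose response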; also: some compounds called inactive have numbers as strong as hits; many of its hits are not listed in these tables
IDE inh = inhibitors of human insulin-degrading enzyme in cells; HEK cells, FAbetaB cleavage, fluorescence polarization; inhibition, % at 5.59 µM; 320,000 compounds, 0.41% hits; P14735;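 active = percent inhibition above the average of all tested compounds plus 3 SD, set per screening campaign, cut at about 16% in these data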;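 also: IDE supplied by intact live HEK cells; FP after avidin binding of uncleaved biotin substrate so inhibition keeps polarization high; 0% = DMSO wells and 100% = 60 µM reference IDE inhibitor Ii1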
Target sequence (P14735 whole entry, looked up): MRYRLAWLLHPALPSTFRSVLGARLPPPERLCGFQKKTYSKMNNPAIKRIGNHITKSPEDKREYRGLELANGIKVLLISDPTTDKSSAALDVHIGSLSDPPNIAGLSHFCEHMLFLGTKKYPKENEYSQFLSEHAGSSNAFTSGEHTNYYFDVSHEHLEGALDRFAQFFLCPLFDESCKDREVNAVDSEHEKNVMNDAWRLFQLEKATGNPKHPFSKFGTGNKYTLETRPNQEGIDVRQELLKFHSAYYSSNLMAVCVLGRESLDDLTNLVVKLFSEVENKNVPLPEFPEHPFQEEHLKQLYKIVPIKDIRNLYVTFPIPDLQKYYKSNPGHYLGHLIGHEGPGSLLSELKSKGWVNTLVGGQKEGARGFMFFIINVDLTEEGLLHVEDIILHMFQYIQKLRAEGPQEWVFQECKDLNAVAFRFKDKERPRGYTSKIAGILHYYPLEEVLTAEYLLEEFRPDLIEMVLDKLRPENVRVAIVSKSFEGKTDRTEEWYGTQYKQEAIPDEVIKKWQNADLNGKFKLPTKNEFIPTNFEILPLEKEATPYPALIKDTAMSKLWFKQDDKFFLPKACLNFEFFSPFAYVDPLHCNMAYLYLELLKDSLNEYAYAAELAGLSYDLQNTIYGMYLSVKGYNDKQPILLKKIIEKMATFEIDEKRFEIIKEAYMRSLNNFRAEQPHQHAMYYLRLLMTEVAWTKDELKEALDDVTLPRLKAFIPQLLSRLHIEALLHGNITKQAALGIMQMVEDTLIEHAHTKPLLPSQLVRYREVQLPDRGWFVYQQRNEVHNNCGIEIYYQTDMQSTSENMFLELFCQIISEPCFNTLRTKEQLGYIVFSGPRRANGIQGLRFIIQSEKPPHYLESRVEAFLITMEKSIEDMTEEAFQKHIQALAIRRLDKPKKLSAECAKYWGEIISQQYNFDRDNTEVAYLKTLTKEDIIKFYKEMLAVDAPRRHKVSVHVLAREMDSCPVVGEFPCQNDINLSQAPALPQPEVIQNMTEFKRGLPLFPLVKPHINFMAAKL
IDE act = IDE (human) activation, cell-based; 340,000 compounds, 0.073% hits; AID 493087; P14735; activation, % at 5.96 µM; HEK cells, FAbeta-B cleavage, fluorescence polarization; 0% vehicle, 100% cell-free pure enzyme wells;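 active = activation above the mean of all tested compounds plus 3 SD, set per screening campaign, cut at about 17% in these data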
An asterisk follows results filed as active; · = no result given.

SMILES	PHOSPHO1 inh	IMP-1 inhibitor	GPR7 antag	NALP1 yeast inh	VIM-2 inhibitor	PfM18AAP inh	pCIP destab	IDE inh	IDE act
CC(C)(C)N(NC(=O)Nc1ccccc1)C(=O)c1ccccc1Cl	42	-2.3	-17	7	-2.8	1	-18	6	-3
CS(=O)(=O)N1CCN(c2ccccc2NC(=O)c2cccnc2Cl)CC1	0	0.1	4	-7	-0.5	4	-6	3	-5
COc1ccc(C(=O)N/C(=C\c2ccco2)C(=O)NCc2cccnc2)cc1	5	-1.0	3	18	1.7	-7	2	5	1
COc1cccc(OC)c1C(=O)NC(=S)Nc1ccc(S(=O)(=O)Nc2nccs2)cc1	25	-3.4	-5	-16	-4.8	-4	-8	8	0
N/C(=N\OC(=O)c1cccc(Br)c1)c1ccccn1	23	-1.1	-1	15	-4.0	5	9	14	3
CCCN=C1CC(C)(C)CC(=O)/C1=C(/O)CCCN1C(=O)c2ccccc2C1=O	-14	-0.7	-12	-29	0.0	-13	6	0	3
O=C(CSCc1ccccc1Cl)NNC(=S)Nc1ccccc1	5	-1.7	3	4	-0.4	14	-4	1	-3
O=C(CSc1nc2ccccc2c(=O)n1CC1CCCO1)Nc1ccccc1Cl (centres undefined)	24	-1.7	13	6	-4.8	5	-1	2	3
Clc1ccc(-c2nc3ncccn3c2Nc2ccc3c(c2)OCCO3)cc1	-26	-1.7	-3	-9	0.9	-11	-9	-2	3
O=C(NCCN1CCCCC1)c1cc(Cl)ccc1Cl	8	0.8	-3	13	-0.5	-10	-5	-4	5
COc1ccc(Nc2ccccc2)c(C)c1	-17	-3.0	-12	15	-0.5	8	-1	-3	1
O=C(O)c1ccc(-n2nncc2-c2ccco2)cc1	-14	-1.5	-16	13	-1.6	-3	-9	1	4
Cc1cc(C)c(C)c(OCCOCCNCc2ccccc2)c1	-14	0.1	4	32	0.0	-4	-2	2	1
O=C(Nc1ccc2c(c1)C(=O)NC2=O)c1cc(Cl)ccc1Cl	36	-3.5	1	30	1.0	0	8	0	6
O=C(O)/C=C/C(=O)NCc1cn(-c2ccccc2)nc1-c1cccc(Br)c1	-13	-2.9	-4	7	-1.8	36*	3	-2	3
CCCOc1ccc(-c2nc[nH]c2[N+](=O)[O-])cc1	6	-2.2	4	6	-2.9	-10	-18	-4	-3
Cc1csc(NC(=O)Cc2ccc(Br)cc2)n1	25	-3.5	-5	8	-5.4	4	-8	4	6
COc1cccc(NC(=O)C(=O)N/N=C/c2cc(C)n(-c3ccc(Cl)c(Cl)c3)c2C)c1	-9	-7.8	-9	-8	-4.6	-7	-7	2	-3
CC1CCN(S(=O)(=O)c2ccc(NC(=S)NC(=O)c3ccc(Cl)cc3)cc2)CC1	7	-1.9	-3	24	-3.6	-7	-44	-3	2
C#CCNc1c(C)c(C)nc2ncnn12	-7	-1.3	0	18	-0.1	-7	-6	4	0
CCC(=O)N1c2ccc(S(=O)(=O)N(CCO)Cc3ccccc3)cc2CC1C (centres undefined)	32	-0.7	4	-4	-0.8	1	-14	0	4
O=C(CSc1nc2ccccc2c(=O)n1NC(=O)c1ccccc1)c1ccccc1	7	0.6	4	-2	1.7	12	7	-1	2
COc1cc(-c2cc(-c3nnco3)c3ccccc3n2)cc(OC)c1OC	16	-3.7	-16	-6	-1.1	5	8	-4	8
CC(C)(C)NC(=O)c1nn2c(C(F)(F)F)cc(-c3ccccc3)nc2c1Br	-19	2.4	10	23	3.8	10	3	3	-1
O=C(CSC1=Nc2ccccc2C2CC=NN12)Nc1ccc2c(c1)OCO2 (centres undefined)	1	-2.5	6	7	-1.3	13	-1	·	3
CCOc1cccc2sc(N(CCN(C)C)C(=O)CCS(=O)(=O)c3ccccc3)nc12	10	-1.1	-12	2	-2.9	1	-10	4	4
CCOc1cccc(C(=O)N/N=C/c2ccoc2)c1	32	-0.3	1	0	-2.5	-7	-12	·	0
CC(C)=CC(=O)OCC(=O)Nc1ncc(Cl)c(C)c1Cl	30	-1.7	-7	2	-1.5	0	-4	1	1
CC(C)CC(NC(=O)C(NC(=O)C(Cc1ccc(OCc2ccccc2)cc1)NC(=O)OC(C)(C)C)C(C)C)C(N)=O (centres undefined)	16	-2.4	-3	16	-3.8	2	-5	0	3
CC(C)Nc1nc(NC(C)(C)C)nc(Oc2ccc(=O)n(C)n2)n1	3	-3.3	-10	-11	-1.9	-3	-6	1	12
COc1ccc(C(c2sc3nc(C)nn3c2O)N2CC(C)OC(C)C2)cc1OC (centres undefined)	-2	-0.5	0	2	1.0	-5	-13	-2	4
CN(CCCC(=O)N1CCCC(C(N)=O)C1)S(=O)(=O)c1ccc(F)cc1 (centres undefined)	-7	-4.4	12	-17	-2.4	9	-1	-2	-2
COc1ccccc1N(CC(=O)NCc1ccc(F)cc1)C(=O)CCC(=O)Nc1ccccn1	45	-2.5	-9	-18	0.1	2	-6	-5	1
CC(C)CCNC(=O)C1CCCN(S(=O)(=O)c2ccc3c(c2)CC(C)N3C(=O)C2CC2)C1 (centres undefined)	26	-4.0	-7	-1	-1.4	1	-5	4	0
CCOc1ccccc1NC(=O)CCN1CCN(S(=O)(=O)c2ccc(OC)cc2)CC1	39	-0.8	10	24	-2.2	-2	-5	6	-6
COC(=O)C(Cc1cnc(Cl)s1)(C(=O)OC)c1ccc(C(F)(F)F)cc1[N+](=O)[O-]	-1	-4.0	-4	6	-6.2	-2	-19	4	-3
CCOC(=O)Cn1nnnc1C(CC)N(Cc1cc2ccc(C)cc2[nH]c1=O)C1CCCC1 (centres undefined)	-21	-3.1	-20	17	-3.8	8	-1	-9	2
Cc1cc(C)c(C(N)=O)c(Nc2ccc(F)cc2)n1	8	-1.8	-11	20	-0.1	-1	-9	1	-1
CC1CCN(C(=O)COC(=O)c2ccccc2NC(=O)c2ccco2)CC1	30	-1.9	8	-2	-1.6	1	-18	1	4
Cc1cccc(COCC(Cc2ccccc2)N2CCN(C(=O)c3cc(Cl)cc(Cl)c3)CCC2=O)c1 (centres undefined)	-4	-2.6	-6	13	-2.3	-11	-1	2	-8
Cc1cccc(NC(=S)N(C)C2CCCCC2)c1	24	-2.7	7	-4	-2.9	-8	-11	0	1
O=C(O)c1ccc(/C=N/Nc2ccc(S(=O)(=O)N3CCCC3)cc2[N+](=O)[O-])cc1	33	-2.5	-14	17	-0.8	6	4	4	5
O=C(CC1SC(=NCc2ccccc2)NC1=O)Nc1ccccc1 (centres undefined)	-8	1.9	-2	13	-0.3	-5	-9	1	4
CC(=O)c1ccc(OCC(O)CN2CCN(c3ccc(F)cc3)CC2)cc1 (centres undefined)	31	0.9	2	24	0.6	-5	-3	-5	0
CN(C)S(=O)(=O)n1ccnc1	14	-1.3	-9	10	-5.0	-3	7	2	3
CCc1cc(=O)oc2cc(OCC(=O)NCCN3CCOCC3)c(Cl)cc12	22	-1.3	-13	7	2.7	0	-10	3	0
Cc1sc2nc(CSc3ncn[nH]3)[nH]c(=O)c2c1C	4	-3.5	6	10	-3.6	72*	-10	-1	3
COc1ccc(C2N(c3ccccn3)C(=O)C3CCCN32)c(OC)c1 (centres undefined)	-21	0.5	-6	6	1.3	2	-5	2	3
CC(C)OCCCNc1ncnc2c1[nH]c1ccc(F)cc12	33	0.1	27*	0	1.2	1	-10	27*	-19
CC(C)Cc1nc(S(=O)(=O)c2ccc(Cl)cc2)c(N2CCOCC2)o1	24	-2.7	-7	1	0.3	-5	-4	4	1

Continued.
SMILES	PHOSPHO1 inh	IMP-1 inhibitor	GPR7 antag	NALP1 yeast inh	VIM-2 inhibitor	PfM18AAP inh	pCIP destab	IDE inh	IDE act
O=C(Nc1ccc(C(=O)O)cc1)/C(=C\c1ccco1)NC(=O)c1ccccc1	24	-2.6	-5	7	-2.4	13	-2	-5	-3
CCOC(=O)N1CCC(NC(=O)c2ccc(CS(=O)(=O)c3ccccc3C)o2)CC1	-2	-2.6	-7	13	-1.5	-2	-1	1	6
CCOC(=O)c1cnc(-c2ccccc2)nc1N1CCOCC1	16	-1.0	-17	-10	-1.8	-4	-8	-5	-1
O=C(CCc1ccccc1)Nc1cc(C(F)(F)F)ccc1Cl	-19	-2.6	-14	9	-1.9	1	2	-1	3
COc1cccc(-n2c(Cc3cc(=O)[nH]c(=O)[nH]3)nnc2SCC(=O)NC2CCCCC2)c1	9	-2.5	-4	16	0.5	5	-8	2	3
COc1ccc(C2c3c(nc[nH]c3=O)Oc3nc[nH]c(=O)c32)cc1	0	-2.0	-2	6	-2.9	-3	-11	-9	6
COc1ccc2c(COC(=O)CC3Sc4ccccc4NC3=O)cc(=O)oc2c1 (centres undefined)	-13	0.5	3	32	1.9	0	-9	4	3
CCOC(=O)CSc1nnc(-c2ccco2)n1-c1ccccc1	26	-1.8	-19	28	-1.9	-2	4	6	-4
O=C(NCCc1nnc2ccc(NCCCN3CCOCC3)nn12)c1ccccc1F	45	-4.5	-13	-1	-1.4	14	-2	2	3
CCCCC(=O)Nc1ccnc(-c2cccnc2)n1	40	-1.9	-16	15	-1.6	-4	-3	-1	0
Cc1ccc(NC(=O)c2ccc(CSc3nnc(-c4ccncc4)n3C)cc2)cc1	28	-1.4	-5	10	-2.5	6	-12	3	-8
COc1ccc(/C=N\NC(=O)c2ccccc2Br)cc1COc1ccc(F)cc1	26	0.8	-7	11	-0.9	-1	-15	-3	0
CSc1ccccc1NC(=O)Nc1cccc(Cl)c1C	-11	-3.8	7	12	-4.7	-7	9	9	3
O=C(CSc1nnc(-c2ccc(Br)o2)n1Cc1ccccc1)c1ccccc1F	20	-3.3	-8	18	-2.1	5	-3	-3	-4
Cc1c(OC(C)C(=O)O)ccc2c3c(c(=O)oc12)CCCC3 (centres undefined)	-1	-0.1	1	2	-2.0	1	-2	5	2
COC(=O)c1sccc1NC(=O)c1ccc(C)s1	-7	-1.5	-1	-7	-1.6	-3	1	5	1
CC(C)(C)c1cc2cccnc2n1Cc1cccc(Cl)c1	17	-1.9	-5	46*	-2.4	4	-16	7	-2
CCN(CC)C(=O)C1CCCN(C(=O)c2oc3ccc(C)cc3c2C)C1 (centres undefined)	5	-1.6	-19	13	-3.5	1	9	2	3
CCN(CC)C(=O)c1cc2c(=O)c3cc(F)ccc3oc2nc1C	45	-1.6	8	15	0.8	-7	3	7	9
CCn1cc(C(=O)NC(=S)Nc2ccccc2Br)cn1	29	-0.6	3	5	-1.7	6	-14	-3	6
Cc1nc(C)c(C(=O)Nc2ccccc2-c2ccccc2)o1	16	0.7	-6	-34	-0.5	-3	-4	1	-9
CCOCCCNC(=O)c1ccc(/C=C2\Oc3ccccc3N(C)C2=O)cc1	16	-0.4	-2	1	7.7*	-11	0	0	-3
CC1CC(C)CN(c2nc(NCc3ccco3)nc(N)c2[N+](=O)[O-])C1 (centres undefined)	-2	-4.7	4	25	-3.7	-2	3	-3	-4
